Source: PubChem BioAssay
HCMV inh: blocks human cytomegalovirus replication. HFF cells, HCMV-luciferase reporter, 72 h; active compounds read low. activity change, negative = inhibition, % at 57.5 µM. actives 4.5% (n = 410,000). AID 1259415; in the data active = activity change below about -60%; inconclusive = no clear call, values can overlap the other calls; inactive = above about -39%
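Cell-based, HFFs, 1000 cells/well, 16 h 37C; cpds in DMSO + HCMV-luc, MOI 1 PFU/cell; 72 h 37C; OneGlo luminescence after 5 min RT; norm. to buffer vs Salinomycin 10uM.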
Sm TGR inh: S. mansoni TGR enzyme inhibition; Potency, µM (titrated, usually from 114 µM), inactives show at the top dose activity change, negative = inhibition, usual class: inhibitors; AID 485364; purified TGR, DTNB reduction, TNB absorbance 405 nm; actives 3% (n = 360,000); note: potency is the fitted concentration of half-maximal effect; nearly all actives have a fitted effect of over 60% in size
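First, TGR (20 nM dispensed) and NADPH were mixed with compound. Second, a 15 min room-temperature incubation followed. Third, further NADPH and then DTNB were added to start the reaction. Finally, TNB absorbance was monitored kinetically.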
AmpC no deterg: inhibitors of E. coli AmpC beta-lactamase without detergent; AmpC nitrocefin hydrolysis, absorbance 480 nm, 0.0001% Triton; Potency, µM (doses to about 57.1 µM), for the others: top-dose activity change, negative = inhibition, hits mostly inhibitors; AID 485341; P00811; actives 0.52% (n = 330,000);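 note: potency is the fitted concentration of half-maximal effect; plate controls were no compound for no effect and no enzyme for full effect; nearly all actives have a fitted effect of over 20% in size; some results filed as inactive show a strong effect at the top dose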
Target sequence (P00811 whole entry, looked up): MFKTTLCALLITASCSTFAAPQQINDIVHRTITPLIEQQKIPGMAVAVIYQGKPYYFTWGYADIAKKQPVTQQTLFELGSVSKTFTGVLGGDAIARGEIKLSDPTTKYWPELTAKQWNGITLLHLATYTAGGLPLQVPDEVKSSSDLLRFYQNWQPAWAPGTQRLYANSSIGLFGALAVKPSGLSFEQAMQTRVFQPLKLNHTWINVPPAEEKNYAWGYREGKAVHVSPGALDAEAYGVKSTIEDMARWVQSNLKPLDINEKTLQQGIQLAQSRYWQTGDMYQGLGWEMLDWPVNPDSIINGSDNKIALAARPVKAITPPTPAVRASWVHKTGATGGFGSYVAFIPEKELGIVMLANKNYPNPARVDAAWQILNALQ
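20 mM phosphate pH 7.0 + 0.01% (detergent screen) or 0.0001% Triton X-100; 5.3 nM AmpC reagent; cpd preinc 15 min RT; nitrocefin (800 uM stock) to start; A480 q20 s × 4 min; Activity was normalised to no-enzyme and no-compound control wells.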
HCV inh: blocks hepatitis C virus; actives 3.4% (n = 340,000); Potency, µM (titrated, usually from 41.8 µM), for inactives: at the highest dose activity change, negative = inhibition, hits mostly inhibitors; Huh7.5.1 HCVcc-Cre infection, luciferase reporter, 44 h; AID 651820; note: potency is the fitted concentration of half-maximal effect
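Infectious HCVcc-Cre (~0.5 moi) was added to cells just after compound, with cells seeded 4 h earlier at 1,000 per well. Luciferase activity after 44 h culture reported infection; substrate was incubated 15 min at room temperature before reading.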
AmpC detergent: inhibitors of E. coli AmpC beta-lactamase with detergent | Potency, µM (top dose mostly 114 µM), inactives show at the top dose activity change, negative = inhibition, hits mostly inhibitors | AmpC hydrolysis of nitrocefin, absorbance 480 nm, 0.01% Triton | actives 0.041% (n = 370,000);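 note: potency is the fitted concentration of half-maximal effect; 0% = no-compound wells and -100% = no-enzyme wells; nearly all actives have a fitted effect of over 25% in size; some results filed as inactive show a strong effect at the top dose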
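20 mM phosphate pH 7.0 + 0.01% (detergent screen) or 0.0001% Triton X-100; 5.3 nM AmpC reagent; cpd preinc 15 min RT; nitrocefin (800 uM stock) to start; A480 q20 s × 4 min; Activity was normalised to no-enzyme and no-compound control wells.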
FBPA Giardia inh: blocks Giardia fructose-bisphosphate aldolase activity. A8B2U2. purified Giardia FBPA. Potency, µM (titrated, usually from 59.6 µM), without a hit: at the top dose activity, negative = inhibition, hits mostly inhibitors. actives 0.71% (n = 290,000); note: potency is the fitted concentration of half-maximal effect; nearly all actives have a fitted effect of over 55% in size
Target sequence (A8B2U2 whole entry, looked up): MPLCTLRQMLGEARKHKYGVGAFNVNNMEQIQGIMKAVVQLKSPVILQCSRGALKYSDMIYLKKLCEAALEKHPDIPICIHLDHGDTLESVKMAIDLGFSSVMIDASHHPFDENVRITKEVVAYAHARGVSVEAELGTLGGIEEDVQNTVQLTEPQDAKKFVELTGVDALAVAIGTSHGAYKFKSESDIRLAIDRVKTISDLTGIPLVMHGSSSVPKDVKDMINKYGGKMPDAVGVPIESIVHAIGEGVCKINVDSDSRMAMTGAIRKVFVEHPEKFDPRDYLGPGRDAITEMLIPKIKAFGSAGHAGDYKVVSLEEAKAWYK
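40 nM FBPA preincubated 10 min at RT with compound (up to 57.5 uM final), then substrate plus GAPDH/TPI/NAD/arsenate coupling and diaphorase/resazurin added. Fluorescence read after 20 min at RT, 525/598 nm.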
The depositor's hits bear a star; ? = inconclusive; . = no result given; & = joins results of further samples; [ ] = another dose, or the depositor's remark. Unless noted, calls come from the whole dose curve; as a rule, active = well fitted curve in the direction sought with a large enough effect; inconclusive = small, poorly fitted or top-dose-only effect, or another doubt; inactive = no such curve, though single readings can be large; an effect the other way counts as inactive or inconclusive. Unless noted, % is set by controls: 0 for no effect and ±100 for the full control effect.

Start of the listing, in advance, four compounds:
Compound	HCMV inh	Sm TGR inh	AmpC no deterg	HCV inh	AmpC detergent	FBPA Giardia inh
COc1ccc(NC(=O)CCN2CCN(S(=O)(=O)c3ccc(F)cc3)CC2)cc1	-19	-10%	14%	7%	-7%	-5%
CCCN1CCN(CCNC(=O)Nc2ccc(OC)cc2OC)CC1	-2	3%	.	.	19%	.
Cc1cc(=O)n2[nH]c(-c3sccc3-n3c(C)ccc3C)cc2n1	-64*	32µM*	13%	-14%	1%	17%
Nc1cc(=O)nc(SCC(=O)Nc2cccc(Cl)c2)n1CCc1ccccc1	7	1%	.	.	1%	.

All compounds of this part (from the top)
Compound	HCMV inh	Sm TGR inh	AmpC no deterg	HCV inh	AmpC detergent	FBPA Giardia inh
COc1ccc(NC(=O)CCN2CCN(S(=O)(=O)c3ccc(F)cc3)CC2)cc1	-19	-10%	14%	7%	-7%	-5%
CCCN1CCN(CCNC(=O)Nc2ccc(OC)cc2OC)CC1	-2	3%	.	.	19%	.
Cc1cc(=O)n2[nH]c(-c3sccc3-n3c(C)ccc3C)cc2n1	-64*	32µM*	13%	-14%	1%	17%
Nc1cc(=O)nc(SCC(=O)Nc2cccc(Cl)c2)n1CCc1ccccc1	7	1%	.	.	1%	.
O=C(NCCc1ccccc1)C1CCCN1C(=O)Nc1ccccc1 (centres undefined)	-15	11%	7%	-5%	9%	-15%
CS(=O)(=O)N(CC(=O)N1CCc2ccccc2C1)Cc1ccccc1	-2	-12%	32%	10%	-2%	3%
CCOc1ccc(C(=O)NCC(=O)Nc2ccncc2)cc1OCC	-5	-3%	-22%	10%	2%	.
Fc1ccc(CSc2ccc3nnc(-c4cccs4)n3n2)cc1	23	-4%	-20%	-2%	-7%	6%
CCOC(=O)N1CCN(C(=O)N2CCOCC2)CC1	2	4%	-12%	6%	?	9%
O=S(=O)(Nc1cccnc1)c1ccccc1	30	7%	-7%	-1%	9%	-2%
O=C(NCc1cccc(Cl)c1)c1cccnc1	-1	9%	-25%	15%	?	1%
CCOC(=O)c1c(NC(=O)COC(=O)Cn2c(C(F)(F)F)nc3ccccc32)sc(C)c1C	-15	3%	0%	4%	-2%	5%
COC(=O)Cc1nnc(SCC(=O)Nc2ccccc2)c2ccccc12	-23	-6%	-12%	?	-3%	.
CN(C(=O)C(C)(C)C)C1c2c(ccc3ccccc23)OCC1CO (centres undefined)	55	-2%	42%	-18%	4%	-3%
Cc1ccc(C(=O)NCCSCc2ccccc2)cc1[N+](=O)[O-]	-2	-10%	-24%	4%	-14%	1%
CCCc1cc(=O)n2[nH]c(-c3ccc(Br)cc3)cc2n1	127	-15%	-19%	8%	-4%	-14%
CC(=O)c1ccc(Nc2ccc([N+](=O)[O-])c3nonc23)cc1	-27	0%	-21%	-21%	-9%	-14%
Cc1cc(C(=O)CN2C(=O)NC3(CCCCC3)C2=O)c(C)n1Cc1ccc2c(c1)OCO2	30	0%	-2%	-15%	-13%	6%
NNC(=O)c1ccc(-c2ccccc2F)cc1	1	8%	-37%	2%	-8%	-10%
CCC(C)n1c(=S)[nH]c2ccccc2c1=O (centres undefined)	?	6%	-39%	4%	-1%	?
COc1nc(Oc2ccc(/C=N/O)cc2)nc(N(C)C)n1	28	-15%	-17%	-1%	?	5%
CCC(=O)N1CCN=C1SCc1ccc(Cl)cc1	5	2%	-1%	2%	5%	0%
CCc1cccc(C)c1NC(=O)COC(=O)c1cc([N+](=O)[O-])ccc1N1CCOCC1	-12	4%	-36%	10µM*	-14%	.
CCOc1ccc(NC(=O)CS(=O)CC(=O)NC2CCCc3ccccc32)cc1 (centres undefined)	-8	0%	-11%	?	?	3%
CN1CCN(c2nc(-c3ccc(Cl)c(Cl)c3)nc3ccccc23)CC1	.	-6%	-5%	.	-2%	3%
CCOc1ccccc1CNS(=O)(=O)c1cnc[nH]1	56	1%	-17%	12%	?	5%
O=C(CN1CCc2ccccc2C1)N1CCN(S(=O)(=O)c2ccccc2)CC1	18	3%	83%[activator]	2%	-2%	1%
CCCCNc1c(-c2cccc(Sc3ccc(OC)cc3)c2)nc2ccccn12	-28	.	-28%	?	.	.
O=C(CSc1ccccc1F)NCCCN1CCCC1=O	0	2%	-2%	-4%	-15%	.
CCC(=O)N1CCc2cc(Br)cc(S(=O)(=O)N3CCCC(C(=O)NCc4ccc(OC)cc4)C3)c21 (centres undefined)	2	9%	.	.	20%	.
COCCN(C(=O)COC(=O)/C=C/c1ccc(C)o1)c1c(N)n(Cc2ccccc2)c(=O)[nH]c1=O	30	-26%	48%	14%	3%	.
Cc1nn(C)cc1C1C2=C(CC(C)(C)CC2=O)OC2=C1C(=O)CC(C)(C)C2	12	-27%	29%	2%	-14%	1%
CC1=CC=CN2CC(O)CN=C12 (centres undefined)	12	-29%	-9%	21%	3%	-1%
O=C(Cc1cccc2ccccc12)Nc1ccc(OC(F)F)c(Cl)c1	-11	2%	-51%	-14%	-4%	-14%
Cc1cnc(NC(=O)C(C)N2CCN(C)CC2)s1 (centres undefined)	-13	3%	-14%[11.4 µM]	8%	?	?
O=C1C(c2ccccc2)=C(N2CC2)c2ccccc21	-13	0%	-13%	-23%	?	-9%
CN1CCN(c2ccc(N)cc2Cl)CC1	?	1%	-25%	-20%	2%	?
COCC(C)n1c(-c2ccc3c(c2)NC(=O)CO3)csc1=Nc1ccc(OC(F)F)cc1 (centres undefined)	-88*	-9%	-7%	10µM*	?	-6%
CCN(CC)S(=O)(=O)c1ccc(NCc2ccccc2)nc1	29	4%	-8%	-26%	-2%	1%
O=C(NCCN1CCOCC1)c1cc(-c2ccc(F)cc2)on1	5	1%	-3%	-2%	-16%	0%
N#Cc1ccc(C(=O)Nc2ccn(-c3ccccc3)n2)cc1	-75*	-6%	-32%	?	2%	-2%
CCc1ccc[n+](-c2[nH]c(=O)sc2/C=N/N=C(\[O-])c2ccncc2)c1	-18	-2%	2%	11%	2%	-10%
Cc1cccc(-c2noc(CN(C3CCCCC3)S(=O)(=O)c3ccc(F)cc3)n2)c1	-39	1%	.	.	3%	.
O=C(COC(=O)c1ccc(Cl)nc1)c1ccc2c(c1)OCCO2	26	-4%	-34%	15%	1%	0%
N#C/C(=C(\O)Cc1ccccc1)c1nc2ccccc2[nH]1	2	-6%	-23%	-9%	0%	-5%
CC(C)Cc1nnc(NC(=O)CN2C(=O)NC3(CCCC3)C2=O)s1	-26	1%	-4%	5%	0%	.
CCCn1nnnc1-c1cc(Cl)cc(Cl)c1	-30	-34%	-16%	4%	-12%	6%
CC1CCN(c2ccc3nnc(CCC(=O)N4CCN(c5ccccc5F)CC4)n3n2)CC1	-24	-10%	154%[activator]	-7%	-4%	.
CCCCNC(=O)OCCNC(=O)NC	6	8%	-13%	16%	?	5%
Cc1cccc(C(=O)OCC(=O)NCCN2C(=O)CSC2=O)c1[N+](=O)[O-]	7	.	-16%	-5%	.	.
Cc1ccc(C)c(N2CCN(S(=O)(=O)c3c(C)[nH]c(C)c3C(=O)N3CCCC3)CC2)c1	-32	-29%	131%[activator]	17%	-10%	6%
O=C(CCCCn1c(=O)c2ccccc2n(CC(=O)NC2CCCC2)c1=O)NCc1ccco1	17	29%	-19%	1%&1%	9%	6%
COc1ccccc1NS(=O)(=O)c1cccc(C(=O)N/N=C(\C)c2ccc(-n3ccnc3)cc2)c1	31	-9%	-31%	-15%	?	-6%
O=C(Nc1cccc(Cl)c1)c1ccc(F)c(S(=O)(=O)NCc2cccs2)c1	-93*	-3%	-28%	?	?	3%
Cc1cc(Cl)c2oc(C(=O)N(C)Cc3nccn3C)c(C)c2c1	2	7%	152%[activator]	?	-11%	-4%
COCCn1nnnc1C(c1ccc(OC)c(OC)c1)N1CCN(C(=O)c2ccco2)CC1 (centres undefined)	4	-2%	1%	8%	-12%	?

Additional results follow.
Compound	HCMV inh	Sm TGR inh	AmpC no deterg	HCV inh	AmpC detergent	FBPA Giardia inh
CCCSc1nsc(SCCC)c1C(N)=O	-11	1%	-17%	-28%	-16%	11%
CCN(CC(=O)Nc1c(F)cccc1F)C(=O)c1ccc(C2SCCS2)cc1	6	-1%	-31%	19%	-14%	.
O=C(Nc1cccc(C(F)(F)F)c1)c1cncs1	-37	-10%	0%	-8%	1%	-6%
CSc1nc(-c2ccc(Cl)cc2)nn1C(=O)c1ccco1	101	-25%	13%	6%	2%	-1%
COc1cccc(C(O)c2cnc(C(C)C)n2C)c1OC (centres undefined)	18	4%	-25%	14%	-13%	2%
COc1ccc(CNC(=O)COC(=O)[C@H](Cc2c[nH]c3ccccc23)NC(=O)c2cccs2)cc1	-37	-14%	-18%	36%[activator]	-16%	-2%
C=CCN1C(=O)C(CC(=O)O)SC1=Nc1ccc(C)cc1 (centres undefined)	-35	-7%	-9%	9%	5%	-1%
CC(C)c1ccc(N2C(=O)CSC23C(=O)N(Cc2cccc(F)c2)c2ccccc23)cc1 (centres undefined)	?	3%	.	.	5%	.
CCCCNC(=O)C(C)N(CCN(C)C)C(=O)CCCN1C(=O)NC(c2ccc(Cl)cc2)C(C(=O)OCc2ccccc2)=C1C (centres undefined)	-68*	.	233%[activator]	11µM*	.	.
COc1cc(/C=C2\SC(N3CCc4ccccc4C3)=NC2=O)cc(OC)c1OC	51	-6%	-14%	-7%	?	5%
Cc1ccc(C(C(=O)NCCc2ccccc2)N(C(=O)c2csnn2)C2CC2)o1 (centres undefined)	-14	?	21%	8%	?	0%
Cc1ccc(S(=O)(=O)N(C)C)cc1NC(=O)COC(=O)c1ccc2c(=O)n3c(nc2c1)CCC3	1	1%	-9%	-23%	-17%	.
Cc1cc(Cl)ccc1NC(=S)N1CCN(Cc2ccccc2)CC1	-20	7%	18%	?	2%	4%
O=C(Cn1nnc2ccccc21)N1CCCCC1	-2	10%	-17%	15%	-1%	.
Cc1cccc(-n2c(-c3ccco3)nc3c(cnn3-c3ccc(F)cc3)c2=O)c1	-65*	3%	.	.	1%	.
CCN(Cc1ccccc1)C(=O)CSc1ncn[nH]1	-13	-23%	-16%	4%	?	-20%
